PfG6PD inh: PfG6PD (Plasmodium falciparum) enzyme inhibition. inhibition, % at 20 µM. actives 0.78% (n = 350,000). PfGluPho enzyme, NADPH resazurin-diaphorase fluorescence. AID 504690;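 active = inhibition reaching at least a set limit at 20 µM in the primary screen, cut at about 59% in these data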;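 note: 0% = DMSO wells with substrate and 100% = DMSO wells lacking glucose-6-phosphate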
HKDC1 inh: blocks human hexokinase HKDC1 activity; Q2TB90; inhibition, % at 20 µM; actives 0.16% (n = 340,000); recombinant HKDC1, G6PDH/diaphorase resazurin coupled fluorescence;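 active = inhibition above about 35% when tested at 20 µM, limit read from the data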;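 note: plate controls were DMSO wells with enzyme for no effect and DMSO wells lacking enzyme for full effect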
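Test system: HK5 enzyme. Quantity: 5 µg/mL HK5 final. Reagent: glucose and ATP substrates. Schedule: 90 min reaction incubation at room temperature, dark. Technique: resazurin-to-resorufin fluorescence via G6PDH and diaphorase coupling, 525/613 nm. Control set: DMSO wells with and without enzyme mix.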
SENP6 block: SENP6 protease inhibition | Q9GZR1 | Recombinant SENP6 catalytic domain, aminoluciferin luminescence | inhibition, % at 10 µM | actives 1.8% (n = 330,000);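 active = inhibition above about 50% at the single tested dose, limit read from the data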;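 note: plate controls were DMSO wells with enzyme for no effect and DMSO wells lacking enzyme for full effect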
SENP8 block-1: inhibitors of human SENP8 protease; Q96LD8; recombinant SENP8, Nedd8 substrate fluorescence; inhibition, % at 20 µM; actives 0.64% (n = 360,000); AID 602440; in the data active = inhibition mostly above about 40%, no sharp cut-off; inactive = mostly below about 27%
Target sequence (Q96LD8 whole entry, looked up): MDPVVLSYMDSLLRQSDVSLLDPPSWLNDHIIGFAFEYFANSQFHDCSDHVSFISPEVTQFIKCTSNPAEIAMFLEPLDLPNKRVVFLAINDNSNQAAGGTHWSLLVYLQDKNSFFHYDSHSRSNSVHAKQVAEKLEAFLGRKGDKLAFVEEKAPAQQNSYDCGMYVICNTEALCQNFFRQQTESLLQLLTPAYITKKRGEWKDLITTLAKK
MIN6 prolif: MIN6 beta-cell proliferation induction | MIN6 cells proliferation, ATPlite luminescence, 48 h; cells starved in 0.2% serum; 100% = growth in 10% serum | proliferation, % at 10 µM | actives 0.29% (n = 330,000);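 active = compounds whose signal lies at least 3.5 SD above the mean of all wells on their plate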;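 note: 0% = DMSO-treated cells in low-serum medium and 100% = 10% serum control; some compounds called inactive have numbers as strong as hits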
UBC13 polyUb: blocks human UBC13 polyubiquitin chain formation; P61088; TR-FRET; inhibition, % at 20 µM; actives 0.47% (n = 330,000); in the data active = inhibition above about 45%, passing the limit was not always enough
Target sequence (P61088 whole entry, looked up): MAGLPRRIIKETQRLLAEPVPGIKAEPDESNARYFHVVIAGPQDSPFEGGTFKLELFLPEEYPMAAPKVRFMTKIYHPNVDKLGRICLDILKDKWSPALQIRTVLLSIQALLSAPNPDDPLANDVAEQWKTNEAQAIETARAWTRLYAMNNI
SENP1 inh: SENP1 (human) catalytic domain inhibition; Q9P0U3; recombinant SENP1 catalytic domain, CyPet-SUMO1-YPet FRET cleavage; inhibition, % at 10 µM; actives 0.21% (n = 360,000);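 active = inhibition at least 30% at 10 µM, raw YFP signal under a set limit, fluorescence ratio 0.5 to 1.5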;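 note: 0% = enzyme with DMSO and 100% = no enzyme wells; some results filed as inactive read as strong as hits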
Target sequence (Q9P0U3 419-644 limits assumed): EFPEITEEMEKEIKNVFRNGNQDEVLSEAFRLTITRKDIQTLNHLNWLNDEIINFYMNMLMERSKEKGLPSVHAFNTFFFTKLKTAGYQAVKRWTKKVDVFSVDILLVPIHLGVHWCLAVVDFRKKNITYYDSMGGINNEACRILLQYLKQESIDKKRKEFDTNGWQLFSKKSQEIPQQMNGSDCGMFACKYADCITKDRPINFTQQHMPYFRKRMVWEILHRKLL
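system = hSENP1 catalytic domain, recombinant | reagent = SFCypet-SUMO1-SFYpet substrate at 25 nM | doses = one dose per compound, 10 µM, 0.5% DMSO | incubation = enzyme reaction for 50 min at room temperature, dark | measured by = FRET, CFP and YFP emission | controls = no-enzyme low, enzyme-DMSO high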
SENP8 block-2: blocks the human protease SENP8; inhibition, % at 10 µM; Q96LD8; actives 1.2% (n = 330,000); AID 2540; purified SENP8, Z-RLRGG-aminoluciferin cleavage, luminescence; in the data active = inhibition above about 50%
SENP7 block: SENP7 protease inhibition | AID 434973 | actives 1.5% (n = 330,000) | recombinant SENP7, Z-RLRGG-aminoluciferin luminescence, 40 min | inhibition, % at 5 µM;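 active = inhibition above about 50% at the single test dose, limit read from the data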;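 note: plate controls were DMSO with enzyme for no effect and no enzyme buffer wells for full effect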
Target sequence (Q9BQF6 706-1050 limits assumed): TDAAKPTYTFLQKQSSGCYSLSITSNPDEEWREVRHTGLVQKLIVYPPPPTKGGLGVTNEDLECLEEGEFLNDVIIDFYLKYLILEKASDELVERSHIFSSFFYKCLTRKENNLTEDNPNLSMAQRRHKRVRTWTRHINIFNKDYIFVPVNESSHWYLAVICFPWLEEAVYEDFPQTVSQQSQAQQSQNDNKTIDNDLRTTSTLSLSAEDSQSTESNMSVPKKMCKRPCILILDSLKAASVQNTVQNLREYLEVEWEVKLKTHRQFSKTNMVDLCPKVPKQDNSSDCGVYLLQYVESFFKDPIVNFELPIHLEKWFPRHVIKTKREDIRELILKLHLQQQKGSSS
An asterisk follows results filed as active; x = no result given; & = joins results of further samples.

SMILES | PfG6PD inh | HKDC1 inh | SENP6 block | SENP8 block-1 | MIN6 prolif | UBC13 polyUb | SENP1 inh | SENP8 block-2 | SENP7 block
CCn1cc([N+](=O)[O-])c(C(=O)N2N=C(c3ccc(O)c(OC)c3)CC2c2ccccc2O)n1 (stereo not drawn) | 4 | -7 | -2 | 20 | -2 | 3 | -7 | 9 | 10
Cc1cccc(NC(=S)NNC(=O)CCn2nc(C)c([N+](=O)[O-])c2C)c1 | 2 | -5 | -6 | 7 | 1 | 0 | 1 | -1 | -3
O=C(CCCSc1nc2ccccc2s1)Nc1nccs1 | 13 | 3 | -16 | 2 | -2 | -1 | 1 | -11 | -8
CC1CN(C(=O)/C=C/c2ccccc2Cl)CC(C)O1 (stereo not drawn) | 21 | -8 | 20 | 9 | -3 | 0 | 0 | -6 | -3
CC(C)CC(=O)Nc1sc2c(c1C(=O)O)CCCCC2 | 3 | -7 | -28 | 1 | -2 | -4 | 0 | -17 | -13
CC(C)c1ccc(Oc2cccc(C(=O)/C(C#N)=C/N(C)C)c2)cc1 | -13 | 8 | -14 | -1 | -4 | -1 | -4 | -4 | -3
Cc1nnc(NC(=O)NC(C)N2C(=O)C3C4C=CC(C4)C3C2=O)s1 (stereo not drawn) | -12&-3 | -2&-9 | -16 | 13&21 | -6 | 5 | 0&2 | 1 | 0
CCCCn1c(N)c(NCc2ccccc2OC)c(=O)[nH]c1=O | 19 | 9 | -5 | -45 | 2 | -3 | -17 | -6 | -1
COc1ccc(C)cc1NC(=O)CNc1ccc(C(C)=O)cc1 | -17 | -9 | 5 | -11 | -1 | 43 | 1 | -1 | -5
COc1ccc(C(=O)c2ncc(C(F)(F)F)cc2Cl)cc1 | 11 | -9 | 6 | 4 | 1 | 2 | -1 | 1 | 3
O=C(Cn1c2ccccc2c2nc3n(c(=O)c21)CCS3)Nc1ccccc1C(F)(F)F | -14 | -4 | -14 | -278 | -1 | -9 | 2 | 0 | 9
CCOC(=O)C1CCN(C(=O)Nc2ccccc2Cl)CC1 | 4 | -4 | 3 | 13 | 3 | -5 | 3 | 1 | 0

The list goes on; it opens with the 2 that closed the last part.
SMILES | PfG6PD inh | HKDC1 inh | SENP6 block | SENP8 block-1 | MIN6 prolif | UBC13 polyUb | SENP1 inh | SENP8 block-2 | SENP7 block
O=C(Cn1c2ccccc2c2nc3n(c(=O)c21)CCS3)Nc1ccccc1C(F)(F)F | -14 | -4 | -14 | -278 | -1 | -9 | 2 | 0 | 9
CCOC(=O)C1CCN(C(=O)Nc2ccccc2Cl)CC1 | 4 | -4 | 3 | 13 | 3 | -5 | 3 | 1 | 0
CC(=O)CCc1ccc(OCC(=O)Nc2cccc(S(=O)(=O)N(C)c3ccccc3)c2)cc1 | -7 | 5 | -2 | 2 | -4 | 1 | 0 | 13 | -2
CCN(CC)c1ccc(S(=O)(=O)N2CCOCC2)cc1NC(=O)CNCc1ccccc1 | -2 | -1 | -27 | 29 | -3 | 0 | 3 | -9 | -5
N#CCCn1nc(-c2ccccc2)cc1Nc1ccccc1NC(=O)C(F)(F)F | -7 | -2 | -36 | 6 | -1 | -3 | 3 | -5 | 0
CC(C)C(NS(=O)(=O)c1cccc2nsnc12)C(=O)N1CCCCC1 (stereo not drawn) | 3 | -2 | -6 | 11 | 1 | -3 | 6 | -4 | 4
CCOC(=O)/C(C#N)=C1/SC(C)C(=O)N1c1ccc(Br)cc1 (stereo not drawn) | -17 | -5 | 17 | 9 | 0 | -3 | 0 | 46 | 3
COc1ccc(-c2nn(Cc3ccccc3)cc2C(=O)N2CCN(c3ccccn3)CC2)cc1OC | 8 | 5 | 12 | -7 | -1 | -3 | 1 | -1 | 1
O=C(COc1ccc(Cl)cc1)Nc1ncccn1 | -18 | 13 | 8 | 6 | -3 | 0 | 4 | 0 | 9
O=C(NOCc1ccccc1)c1coc(-c2ccccc2)n1 | -5 | -2 | x | 14 | x | x | 0 | x | -10
Cc1nc2ccccc2c(=O)n1NS(C)(=O)=O | -12 | -3 | -10 | 13 | -1 | 3 | 2 | -11 | -15
CC(C)c1ccc(NC(=O)CCN2C(=O)c3ccc([N+](=O)[O-])cc3C2=O)cc1 | -4 | -13 | 17 | 14 | -3 | -11 | 1 | 9 | 0
COCc1nnc(NC(=O)C2CC(=O)N(C3CCCC3)C2)s1 (stereo not drawn) | 0 | -2 | -7 | 5 | -2 | 0 | 0 | -6 | 8
O=C(O)CSc1ccc(NC(=O)Nc2ccccc2F)cc1 | -14 | -2 | -5 | 15 | -4 | 2 | 3 | 95* | 98*

Individual results from the results shown.
In HKDC1 inh, COCc1nnc(NC(=O)C2CC(=O)N(C3CCCC3)C2)s1 (stereo not drawn) shows -2
In SENP8 block-1, Cc1nc2ccccc2c(=O)n1NS(C)(=O)=O shows 13
In SENP1 inh, CCOC(=O)/C(C#N)=C1/SC(C)C(=O)N1c1ccc(Br)cc1 (stereo not drawn) shows 0

The list goes on.
SMILES | PfG6PD inh | HKDC1 inh | SENP6 block | SENP8 block-1 | MIN6 prolif | UBC13 polyUb | SENP1 inh | SENP8 block-2 | SENP7 block
c1nc(COc2nsnc2N2CCOCC2)cs1 | 3 | -3 | -5 | 11 | -2 | 3 | -1 | 3 | 8
CCCOc1ccc(NC(=O)CCC(=O)NC(C)c2ccccc2)cc1 (stereo not drawn) | -8 | -7 | 11 | 5 | -4 | 2 | 1 | -14 | -11
CC(=O)C1=C(O)CC(C)(C)CC1=NCCc1nc2ccccc2[nH]1 | 1 | 2 | -17 | -24 | -2 | -8 | 3 | -4 | -8
Cc1cc(C(F)(F)F)nn1CCCNC(=O)c1cnccn1 | 0 | -12 | -6 | 3 | -4 | -7 | -1 | 8 | 3
CCOC(=O)Cc1c(C)nc(-c2ccccc2)[nH]c1=O | -8 | -7 | -2 | 25 | -1 | -2 | 1 | 4 | -1
C#Cc1ccc([C@@H]2C=C(C(=O)O)O[C@H](OCc3ccc(CO)cc3)C2)cc1 | -25 | 3 | -10 | 6 | 3 | -4 | -1 | -6 | 4
CCOc1ccc(C(C)=O)cc1COC(=O)CCc1cc(OC)c(OC)c(OC)c1 | 0 | -5 | 3 | 2 | -2 | 2 | -1 | 2 | 12
O=C(C[n+]1cccc(NC(=O)c2ccccc2)c1)c1cccc([N+](=O)[O-])c1 | -9 | -7 | 4 | 15 | -1 | 2 | 1 | -3 | 3
CCOc1cccc(CN2CCCC(C(=O)c3cc(Cl)ccc3OC)C2)c1O (stereo not drawn) | 16 | -1 | 1 | 8 | -2 | 3 | 3 | 7 | 4
O=C(CN1C(=O)NC2(CCCCC2)C1=O)NCCC1=CCCCC1 | -11 | 10 | -5 | 10 | -2 | 4 | -3 | -1 | 1
CC(=O)Nc1ccc(OCC(=O)c2ccc(C)cc2C)cc1 | 0 | -9 | 3 | -4 | 1 | 7 | 0 | -2 | -2
CCCCc1c(C(=O)O)cc(OC)cc1C(=O)O | 0 | -5 | -15 | 7 | 0 | -2 | 0 | 1 | 10
COc1ccnc2c1c(=O)n(Cc1ccccc1Cl)c(=O)n2C | 12 | -8 | -17 | -3 | 0 | 10 | -4 | -7 | -10
Cc1ccc(S(=O)(=O)N(Cc2ccc([N+](=O)[O-])cc2)C(=O)N2CCN(C)CC2)cc1 | 11 | -7 | 4 | 26 | -4 | -7 | 0 | -11 | -9
N#C/C(C(=O)N1CCOCC1)=c1/s/c(=C\c2ccccn2)c(=O)n1-c1ccccc1 | -6 | 2 | 11 | -21 | 0 | -12 | -11 | 3 | 9
O=C(CCc1nnc2ccc(NCc3ccco3)nn12)Nc1ccc(F)cc1F | 11 | 0 | 4 | 2 | 0 | -13 | -3 | 5 | 6
O=C(NC1CC2CCCC(C1)N2Cc1cccs1)N1CCOCC1 (stereo not drawn) | -13 | -2 | 0 | 16 | 0 | 7 | -2 | -5 | -4
CC(C)(C)c1ccc(N2C(=O)CC(c3ccccc3)C2=O)cc1 (stereo not drawn) | -8 | 5 | x | 13 | x | x | 1 | x | x
CC1(c2nnc(-c3ccncc3)o2)CC(c2ccc(F)cc2)=NO1 (stereo not drawn) | -7 | -2 | -5 | -53 | -3 | -1 | -2 | 0 | 1
CC(=O)c1cccc(NC(=O)c2ccc3c(c2)CCN3S(=O)(=O)c2ccccc2)c1 | 12 | 0 | 0 | 24 | 0 | -7 | 0 | -7 | 11
C/C(=N\NC(=O)c1ccccn1)C12CC3CC(CC(C3)C1)C2 | 8 | -8 | -7 | 14 | 6.6* | 6 | 4 | 2 | 4
Cc1ccc(OCCCC(=O)NC(C)c2ccccc2)c(C)c1 (stereo not drawn) | 1 | -4 | -2 | 11 | 0 | 7 | 1 | 1 | -1
CCc1nc2ccccc2c(C(=O)NCc2ccc(OC)cc2)c1C | 6 | -14 | -30 | -1 | 2 | -6 | 2 | -6 | -8
CC1CN(S(=O)(=O)c2ccc(C(=O)Nc3ccccc3F)cc2)CC(C)O1 (stereo not drawn) | -12 | -3 | -4 | 3 | 1 | 5 | -2 | 6 | 0
O=C(Nc1cccc2cccnc12)c1cccc(N2C(=O)CCC2=O)c1 | -2 | -1 | -20 | 12 | 4 | -2 | 2 | 0 | 0
CN1CCc2nc(SCc3ccc(Cl)cc3)c(C#N)c(-c3cccs3)c2C1 | 25 | 6 | 76* | x | -6 | -23 | x | 69* | 38
COc1ccc(C(=O)NC(=S)Nc2cccc(Cl)c2N2CCOCC2)cc1[N+](=O)[O-] | 9 | -10 | 0 | 21 | -6 | -12 | -1 | -4 | 2
O=c1c2c(-c3cccc([N+](=O)[O-])c3)ccnc2[nH]n1-c1ccccc1 | 19 | 3 | 21 | 18 | -3 | -21 | 3 | 30 | -1
COc1ccc(CCC(=O)Nc2cc3c4c(c2)CC(=O)N4CCC3)cc1 | -4 | 6 | 0 | 4 | -2 | -7 | 1 | 6 | -9
C=CCNC(=O)COC(=O)COc1ccc(Cl)cc1 | -6 | -2 | -16 | 5 | -1 | -12 | 7 | -4 | -2
CC1CCCC(C)N1C(=O)COC(=O)c1cc([N+](=O)[O-])ccc1N1CCOCC1 (stereo not drawn) | 15 | 2 | -12 | 15 | -2 | -7 | 2 | -7 | 6
Cc1ccccc1NC(=S)N(CCN1CCCCC1)Cc1ccco1 | -7 | -7 | 4 | 10 | -3 | -11 | 0 | -4 | -12
CC(C)C(C(=O)NCC1CCCO1)N(C(=O)CNS(=O)(=O)c1ccc(F)cc1)C1CCCCC1 (stereo not drawn) | -8 | 5 | -9 | 5 | -3 | 15 | 0 | -4 | 3
CC(C)CN(C(=O)CN1CCN(c2ccccc2O)CC1)c1c(N)n(CC(C)C)c(=O)[nH]c1=O | -5 | 16 | -9 | 4 | -1 | -10 | -6 | -9 | -7
CC(=O)c1cc2c(cc1NS(=O)(=O)c1ccc(C)cc1)OCO2 | 28 | -4 | -17 | 9 | -1 | 13 | -1 | -4 | 3
COc1ccc(/C=N\NC(=O)c2ccccc2OC)cc1COc1c(F)c(F)c(F)c(F)c1F | 9 | 2 | -3 | -18 | -7 | -11 | 1 | -5 | -9
O=C(CN1C2CCC1CC(NC(=O)Nc1ccccc1)C2)NCc1ccco1 (stereo not drawn) | -2 | -4 | -20 | 1 | 0 | 4 | -1 | -1 | -3
Cc1ccc(NNC(=O)Nc2ccc(Cl)cc2)nn1 | 68* | 2 | -1 | 48* | 4 | -4 | 2 | -6 | 5
C=CCNS(=O)(=O)c1ccc(C(=O)OCc2cc(=O)oc3cc(OC)ccc23)cc1 | 0 | 3 | 9 | -305 | 0 | -2 | -23 | 0 | 0
N#Cc1ccc(CN2CCN(C(=O)c3cc(Cl)c4c(c3)OCCO4)CC2)cc1 | -2 | -2 | -7 | -1 | 4 | 18 | 0 | 3 | -7

Assay outcomes deposited in PubChem BioAssay by Sanford-Burnham Center for Chemical Genomics.
